OX1R antag-1 = antagonists of human orexin 1 receptor (OX1R). 1.8% of 330,000 active. inhibition, % at 6.6 µM. AID 485270, 2010. Orexin/Hypocretin receptor type 1 (Homo sapiens), O43613. OX1R-expressing cells, FRET antagonist read-out; in the data active means inhibition mostly above about 38%, no sharp cut-off; inactive means mostly below about 40%;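 further: 0% = agonist challenge alone and 100% = reference antagonist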
Target sequence (O43613 whole entry, looked up): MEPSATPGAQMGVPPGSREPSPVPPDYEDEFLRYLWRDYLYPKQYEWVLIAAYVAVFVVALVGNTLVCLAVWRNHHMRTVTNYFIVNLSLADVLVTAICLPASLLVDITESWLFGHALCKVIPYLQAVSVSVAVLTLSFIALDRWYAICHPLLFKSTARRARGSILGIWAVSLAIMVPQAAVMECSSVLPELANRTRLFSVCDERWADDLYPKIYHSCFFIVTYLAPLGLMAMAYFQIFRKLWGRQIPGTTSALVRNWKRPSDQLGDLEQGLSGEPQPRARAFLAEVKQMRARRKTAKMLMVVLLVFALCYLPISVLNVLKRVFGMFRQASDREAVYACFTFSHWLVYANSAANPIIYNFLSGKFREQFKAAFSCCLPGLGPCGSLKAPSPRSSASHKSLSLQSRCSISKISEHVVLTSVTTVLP
OX1R antag-2 = OX1R (HCRTR1) antagonists, primary screen, fluorescence, CHO/OX1R cells, Fluo-8 calcium, orexin A. AID 434989, 2010. Fluo-8 calcium fluorescence. inhibition, % at 5 µM. 0.43% of 330,000 active;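 active means inhibition above its plate's threshold, mean inhibition of all tested compounds on the plate plus 3 SD, cut at about 37% in these data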;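 further: 0% = orexin A challenge wells and 100% = SB-334867-A antagonist wells; not every result past the cut was called active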
* marks the source's active call; other numbers are inactive results. Not a hit list; 2% or so of the library scored in one or more.

SMILES | OX1R antag-1 | OX1R antag-2
CCCCNC(=O)CCn1c(=O)c2ccccc2n(CC(=O)Nc2ccccc2OCC)c1=O | 0 | -7
COc1ccc(-n2nc(C(=O)O)cc2-c2ccccc2)cc1 | 12 | -14
CCC1=NN(C(=O)C(=O)Nc2ccc(OC)cc2)C(O)(C(F)(F)F)C1 (centres undefined) | 0 | -1
O=C(O)CCC(=O)N1CCc2cc(S(=O)(=O)N3CCN(c4ccc(F)cc4)CC3)ccc21 | 6 | -23
O=C(COC(=O)c1ccc(NS(=O)(=O)c2cccs2)cc1)NCC1CCCO1 (centres undefined) | 6 | -22
CC(C)(C)OC(=O)N1CCC(c2c(C(=O)NC3CC3)cnn2-c2ccccc2)CC1 | 5 | -13
CC(C)(C)OCC(NC(=O)C(CC(N)=O)NC(=O)OC(C)(C)C)C(=O)OC(C)(C)C (centres undefined) | 20 | -17
COc1cc(/C=N/Nc2nc(C)cc(C)n2)cc(OC)c1OC | 8 | -28
C=CCn1c(SCC(=O)Nc2ccc(-c3nc4ccc(C)cc4s3)cc2)nnc1-c1ccccc1 | 8 | -8
COCCCn1c(SCC(=O)Nc2oc(C)c3c(C)n[nH]c(=O)c23)nc2sc3c(c2c1=O)CCC3 | 26 | -41
O=C(COC(=O)c1cc(-c2cccs2)nn1-c1ccccc1)Nc1ccc(Cl)c([N+](=O)[O-])c1 | 12 | -19
CCN(c1ccccc1)S(=O)(=O)c1ccc2[nH]c(=O)[nH]c2c1 | 14 | -24
CCN(c1ccccc1)S(=O)(=O)c1cc(NC(=O)Nc2ccccc2C#N)ccc1Cl | 53 | -16
CC1CCN(c2c(NCc3ccc(C(=O)N4c5ccccc5CC4C)cc3)c(=O)c2=O)CC1 (centres undefined) | -1 | -38
COc1ccc(/C=C2\SC(=O)N(CC(=O)NCCCn3ccnc3)C2=O)cc1 | 29 | -26
CN(CC1COc2ccccc2O1)C(=O)Cn1cc(C(F)(F)F)ccc1=O (centres undefined) | 6 | -8
O=C(CSc1nc2ccccc2c(=O)[nH]1)Nc1ccc(N2CCOCC2)c(Cl)c1 | 16 | -14
O=C(Nc1cc(S(=O)(=O)N2CCOCC2)ccc1N1CCCCC1)c1ccccc1 | 5 | -21
CCCCC1CC1C(=O)Nc1ncc2c(n1)CC(C)(C)CC2=O (centres undefined) | 12 | -15
CCOC(=O)Cc1n[nH]c(=O)c2ccccc12 | 13 | -2
COc1ccc(S(=O)(=O)NC(C)C(=O)NCc2ccccn2)cc1OC (centres undefined) | 15 | -19
CCOC(=O)C1=C(CSc2nnnn2C)N(C)C(=O)NC1c1ccccc1 (centres undefined) | 12 | -20
CC(C)(C)S(=O)(=O)/C(C#N)=N/Nc1ccc(Cl)cc1 | 34 | 2
CN1C(=S)SC(C)(C)C1(C)NO (centres undefined) | 5 | -9

A few values from the list.
In OX1R antag-2, `COc1ccc(/C=C2\SC(=O)N(CC(=O)NCCCn3ccnc3)C2=O)cc1` reads -26
In OX1R antag-2, `O=C(Nc1cc(S(=O)(=O)N2CCOCC2)ccc1N1CCCCC1)c1ccccc1` reads -21

Complete entries from above. Screens in order: OX1R antag-1 | OX1R antag-2
CCCCC1CC1C(=O)Nc1ncc2c(n1)CC(C)(C)CC2=O (centres undefined) is listed with 12 | -15
CCOC(=O)C1=C(CSc2nnnn2C)N(C)C(=O)NC1c1ccccc1 (centres undefined) is listed with 12 | -20

Later entries
SMILES | OX1R antag-1 | OX1R antag-2
O=C(CNc1ccccc1OC(F)F)N1CCc2ccccc21 | 28 | -26
O=C(Nn1c(Cc2cccs2)nc2ccccc2c1=O)c1cccs1 | 19 | -26
CCOC(=O)C1C(=O)NC(c2ccccc2)=NC1c1ccc(C(C)C)cc1 (centres undefined) | 10 | -14
Cc1oc(-c2cccs2)nc1CN1CC[C@@](O)(c2ccccc2)[C@H]2CCCC[C@@H]21 | 11 | -10
O=C(NCCN1CCOCC1)c1ccc(/C=C2\Sc3ccccc3N(Cc3ccc(F)cc3)C2=O)cc1 | 7 | -11
CC(C)CN(CCNC(=O)CC1Oc2ccccc2NC1=O)CC(C)C (centres undefined) | 6 | -12
O=C(COC(=O)CNC(=O)C1CCCCC1)Nc1ccccc1OC(F)F | -2 | -9
CC(OC(=O)CCCCCN=C1NS(=O)(=O)c2ccccc21)C(=O)Nc1cc(Cl)cc(Cl)c1 (centres undefined) | 21 | 0
CCCCn1c(N)c(N(CC(C)C)C(=O)CSc2ccccc2C)c(=O)[nH]c1=O | 23 | -15
CCc1c(C)sc(NC(=O)OC)c1C(=O)N1CCCCC1 | 10 | -20
COc1ccc(OCCc2nnc(N)s2)cc1 | 15 | 3
Cc1cccc(N2CCN(C(=O)c3ccc4[nH]c(C)c(C)c4c3)CC2)c1C | 5 | -19
CCOC(=O)CN1C(=O)C(Sc2n[nH]c(-c3ccc(C)cc3)n2)CCc2ccccc21 (centres undefined) | 9 | -11
Cc1ccc(NC2c3ncccc3C(=O)N2C2CCCCC2)cc1C (centres undefined) | 19 | -9
NNC(=O)c1csc(Cc2c(Cl)sc3ccc(Cl)cc23)n1 | -1 | -27
COC(=O)c1c(NC(=S)NN2CCN(C)CC2)sc2c1CCC(C)C2 (centres undefined) | 0 | 17
CCc1nc(C)cn1S(=O)(=O)c1cc(C)c(OC)cc1C | 8 | -11
CC(=O)NC(=S)Nc1ccccc1C(=O)NC1CCCCC1 | 5 | -15
O=C(NC1CCCc2ccccc21)C1CCN(C(=O)c2sccc2-n2cccc2)CC1 (centres undefined) | 3 | -22
CC(C)NC(=O)C1CC=CCC1C(=O)O (centres undefined) | 27 | 6
NS(=O)(=O)c1cc2c(cc1Cl)NC(c1ccccc1OCC(=O)O)NS2(=O)=O (centres undefined) | -9 | -3
Cc1ccc(S(=O)(=O)NCC(=O)N(CC(=O)NCC2CCCO2)Cc2ccco2)cc1 (centres undefined) | 3 | -18
CCN(CC)S(=O)(=O)c1ccc(N/N=C(\C)c2ccncc2)c([N+](=O)[O-])c1 | 8 | -16
Cc1cccc(N2CCN(C(=O)c3ccc(NS(=O)(=O)c4ccc5[nH]c(=O)[nH]c5c4)cc3)CC2)c1C | -16 | -2
Cc1cc(N2C(=O)C3CC=CCC3C2=O)no1 (centres undefined) | 12 | 3
COc1ccc(CN(C(=O)c2ccc(-c3ccccc3)[nH]2)C(C(=O)NCC2CCCO2)c2ccc(C)o2)cc1 (centres undefined) | 9 | -32
CC1CCN=C(N)S1 (centres undefined) | 16 | -4
C=CCc1cccc([C@@H]2[C@@H](C)CC[C@H]3C(=O)N4[C@@H](c5cc(OC)c(OC)c(OC)c5)c5[nH]c6ccccc6c5C[C@H]4C(=O)N23)c1 | 3 | -22
Cc1cc(Cl)cc(Br)c1OCCCNCC(C)O (centres undefined) | 7 | -30
CCOC(=O)Cc1nnc(NC(=O)C(CC)Sc2nc(C)cc(C)n2)s1 (centres undefined) | 15 | -26
Cc1ccc(-c2csc(N/N=C/C=C/c3ccccc3)n2)cc1 | 12 | -18
CCCOc1ccc(N2C(=O)CC(NCc3ccc(S(N)(=O)=O)cc3)C2=O)cc1 (centres undefined) | 2 | -7
COc1ccccc1N1CCN(/N=C/c2cc([N+](=O)[O-])ccc2Cl)CC1 | 13 | -23
COc1ccc(-n2nc(C(=O)NCC(=O)N3CCN(Cc4ccc5c(c4)OCO5)CC3)c3ccccc3c2=O)cc1OC | 11 | -27
O=C(COC(=O)C1=COCCO1)Nc1cc(S(=O)(=O)N2CCCCC2)ccc1Cl | 13 | -32
Cc1ccc2cccc(OCC(=O)NCCC3=CCCCC3)c2n1 | 10 | -10
O=C(COC(=O)c1ccc(Cl)nc1)NC(=O)c1ccc(OC(F)F)cc1 | 9 | -2
CC1=CC(C)[C@H](/C=N/n2c(=O)[nH]c3c([nH]c4ccc(Br)cc43)c2=O)C(C)C1 (some centres undefined) | 8 | -13
COc1ccc(NC(=O)CCc2ccccc2)cc1NC(=O)c1ccco1 | 6 | -36
O=C(CC1SC(=O)N(c2ccccc2)C1=O)Nc1ccc(Br)cc1 (centres undefined) | -6 | -23
CC(OC(=O)c1ccc([N+](=O)[O-])s1)C(=O)NC1CCCCC1C (centres undefined) | 38* | -5
O=C(CCC(=O)N1CCSc2ccccc21)NCc1cccc(Br)c1 | 10 | -7
Cn1ncc(C#N)c1NC(=O)C1CC(c2ccc(Cl)cc2)=NO1 (centres undefined) | 10 | -11
C/C(=N\Nc1cc(Cl)nc(C)n1)c1ccc(Cl)c(Cl)c1 | 8 | -16
CC1C(O)=C(c2nc3ccccc3[nH]2)C(=N)N1c1ccccc1 (centres undefined) | 0 | -12
CC(C)NC(=O)CSc1nc(Cc2ccccc2)nc2ccccc12 | 7 | -36
COC(=O)c1[nH]c2cc(OC)ccc2c1NC(=O)CN1CCC(C(N)=O)(N2CCCCC2)CC1 | 21 | -17
Cc1[nH]nc(-c2ccc(OCc3cnn(-c4ccccc4)c3)cc2O)c1Oc1ccc(F)cc1 | 15 | 5
O=C(Oc1cc(=O)n2ccccc2n1)c1ccccc1 | 15 | -8
O=C(NNC(=S)Nc1ccccc1Cl)c1ccccc1Cl | 20 | -28
O=C1OCc2ccc(NC(=O)C3CCCCC3)cc21 | 1 | 1
C=CCN(c1ccccc1)S(=O)(=O)c1cccc(C(=O)N2CC(C)CC(C)C2)c1 (centres undefined) | 26 | -8
Cc1ccc(CCc2nnc(SCC(=O)Nc3ccccc3Cl)n2-c2ccccc2)o1 | 21 | -26
CCOC(=O)Cn1c(=O)oc2cc(S(=O)(=O)Nc3cc(OCC)ccc3OCC)ccc21 | 15 | 12
C/C(=N\NC(=O)c1cc2c(s1)CCC(C)C2)c1ccncc1 (centres undefined) | 13 | -32
CC(C)NC(=S)N/N=C1\CCCc2ccccc21 | 6 | -20
COc1ccccc1/C=C1\SC(=S)N(CCC(=O)NC2=NCCS2)C1=O | 10 | -22
Cc1ccc(S(=O)(=O)N(CC(=O)O)Cc2ccccc2F)cc1 | 13 | -2
Cc1cc(OCC(=O)O/N=C(\N)c2ccccc2)ccc1Br | 4 | -6
NC(=O)CCn1c(C(=O)c2cc(Cl)c(N)c(Cl)c2)c2ccccc2[n+]1[O-] | 30 | -11

Quoted from the results shown (28 entries):
SMILES | OX1R antag-1 | OX1R antag-2
CCOC(=O)Cc1nnc(NC(=O)C(CC)Sc2nc(C)cc(C)n2)s1 (centres undefined) | 15 | -26
Cc1ccc(-c2csc(N/N=C/C=C/c3ccccc3)n2)cc1 | 12 | -18
CCCOc1ccc(N2C(=O)CC(NCc3ccc(S(N)(=O)=O)cc3)C2=O)cc1 (centres undefined) | 2 | -7
COc1ccccc1N1CCN(/N=C/c2cc([N+](=O)[O-])ccc2Cl)CC1 | 13 | -23
COc1ccc(-n2nc(C(=O)NCC(=O)N3CCN(Cc4ccc5c(c4)OCO5)CC3)c3ccccc3c2=O)cc1OC | 11 | -27
O=C(COC(=O)C1=COCCO1)Nc1cc(S(=O)(=O)N2CCCCC2)ccc1Cl | 13 | -32
Cc1ccc2cccc(OCC(=O)NCCC3=CCCCC3)c2n1 | 10 | -10
O=C(COC(=O)c1ccc(Cl)nc1)NC(=O)c1ccc(OC(F)F)cc1 | 9 | -2
CC1=CC(C)[C@H](/C=N/n2c(=O)[nH]c3c([nH]c4ccc(Br)cc43)c2=O)C(C)C1 (some centres undefined) | 8 | -13
COc1ccc(NC(=O)CCc2ccccc2)cc1NC(=O)c1ccco1 | 6 | -36
O=C(CC1SC(=O)N(c2ccccc2)C1=O)Nc1ccc(Br)cc1 (centres undefined) | -6 | -23
CC(OC(=O)c1ccc([N+](=O)[O-])s1)C(=O)NC1CCCCC1C (centres undefined) | 38* | -5
O=C(CCC(=O)N1CCSc2ccccc21)NCc1cccc(Br)c1 | 10 | -7
Cn1ncc(C#N)c1NC(=O)C1CC(c2ccc(Cl)cc2)=NO1 (centres undefined) | 10 | -11
C/C(=N\Nc1cc(Cl)nc(C)n1)c1ccc(Cl)c(Cl)c1 | 8 | -16
CC1C(O)=C(c2nc3ccccc3[nH]2)C(=N)N1c1ccccc1 (centres undefined) | 0 | -12
CC(C)NC(=O)CSc1nc(Cc2ccccc2)nc2ccccc12 | 7 | -36
COC(=O)c1[nH]c2cc(OC)ccc2c1NC(=O)CN1CCC(C(N)=O)(N2CCCCC2)CC1 | 21 | -17
Cc1[nH]nc(-c2ccc(OCc3cnn(-c4ccccc4)c3)cc2O)c1Oc1ccc(F)cc1 | 15 | 5
O=C(Oc1cc(=O)n2ccccc2n1)c1ccccc1 | 15 | -8
O=C(NNC(=S)Nc1ccccc1Cl)c1ccccc1Cl | 20 | -28
O=C1OCc2ccc(NC(=O)C3CCCCC3)cc21 | 1 | 1
C=CCN(c1ccccc1)S(=O)(=O)c1cccc(C(=O)N2CC(C)CC(C)C2)c1 (centres undefined) | 26 | -8
Cc1ccc(CCc2nnc(SCC(=O)Nc3ccccc3Cl)n2-c2ccccc2)o1 | 21 | -26
CCOC(=O)Cn1c(=O)oc2cc(S(=O)(=O)Nc3cc(OCC)ccc3OCC)ccc21 | 15 | 12
C/C(=N\NC(=O)c1cc2c(s1)CCC(C)C2)c1ccncc1 (centres undefined) | 13 | -32
CC(C)NC(=S)N/N=C1\CCCc2ccccc21 | 6 | -20
COc1ccccc1/C=C1\SC(=S)N(CCC(=O)NC2=NCCS2)C1=O | 10 | -22

Next structures follow:
SMILES | OX1R antag-1 | OX1R antag-2
CC(NC(=O)c1ccccc1NC(=O)CN1CCc2ccccc2C1)c1ccccc1 (centres undefined) | 13 | -14
O=S(=O)(NCC1CCCO1)c1cccc2nsnc12 (centres undefined) | 41* | -3
O=C(Nc1ccccc1C(=O)OCc1nnc(-c2ccccc2)o1)c1ccco1 | 20 | -26
CCOc1cc(C#N)c(NC(=O)c2cccnc2)cc1OCC | -4 | -11
CCOc1ccc(Nc2ncnc(N)n2)cc1 | 11 | -13
O=C(NC(=O)N1CCCCCC1)c1ccc(Cl)cc1 | 30 | -4
O=C(C1CCN(S(=O)(=O)c2ccccc2)CC1)N1CCN(Cc2ccc3c(c2)OCO3)CC1 | 7 | -16
Cc1cccn2c(=O)c3cc(C(=O)N4CCOCC4)n(C)c3nc12 | 31 | -4
